Source: PubChem BioAssay (several laboratories)
CHRM5 agonist = agonists of human muscarinic M5 receptor (CHRM5) | P08912 | CHO-K1 hM5 cells, Fluo-8 calcium fluorescence; 0% DMSO wells, 100% maximal acetylcholine response | activation, % at 3 µM | actives 0.19% (n = 360,000);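 active means activation above the run's mean over test compounds plus 3 SD, cut at about 23% in these data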;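 further: signal is peak over basal fluorescence ratio across the kinetic read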
Target sequence (P08912 whole entry, looked up): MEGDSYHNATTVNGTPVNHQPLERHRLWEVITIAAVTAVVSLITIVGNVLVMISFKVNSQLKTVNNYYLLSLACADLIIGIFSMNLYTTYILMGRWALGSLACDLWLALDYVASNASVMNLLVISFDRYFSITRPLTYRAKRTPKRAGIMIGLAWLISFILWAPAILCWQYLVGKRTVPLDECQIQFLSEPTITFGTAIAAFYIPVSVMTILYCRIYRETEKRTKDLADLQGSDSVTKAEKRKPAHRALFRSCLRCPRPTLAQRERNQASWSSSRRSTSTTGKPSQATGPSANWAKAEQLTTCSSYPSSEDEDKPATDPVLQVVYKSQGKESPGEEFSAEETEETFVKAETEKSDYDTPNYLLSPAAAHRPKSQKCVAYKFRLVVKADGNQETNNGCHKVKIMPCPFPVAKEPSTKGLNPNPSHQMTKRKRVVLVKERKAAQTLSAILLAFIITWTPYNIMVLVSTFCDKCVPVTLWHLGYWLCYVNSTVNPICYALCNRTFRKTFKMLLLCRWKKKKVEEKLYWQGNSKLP
M4 PAM = potentiates acetylcholine response at human M4 receptor | AID 624126 | P08173 | activation, % at 3 µM | CHO-K1 hM4/Gqi5, Fluo-8 calcium fluorescence, ACh EC20; 0% = ACh EC20, 100% = maximal ACh | actives 0.4% (n = 360,000);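 active means activation above its plate's cutoff, the mean activation of sample wells plus 3 SD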; further: some results filed as inactive read as strong as hits
Target sequence (P08173 whole entry, looked up): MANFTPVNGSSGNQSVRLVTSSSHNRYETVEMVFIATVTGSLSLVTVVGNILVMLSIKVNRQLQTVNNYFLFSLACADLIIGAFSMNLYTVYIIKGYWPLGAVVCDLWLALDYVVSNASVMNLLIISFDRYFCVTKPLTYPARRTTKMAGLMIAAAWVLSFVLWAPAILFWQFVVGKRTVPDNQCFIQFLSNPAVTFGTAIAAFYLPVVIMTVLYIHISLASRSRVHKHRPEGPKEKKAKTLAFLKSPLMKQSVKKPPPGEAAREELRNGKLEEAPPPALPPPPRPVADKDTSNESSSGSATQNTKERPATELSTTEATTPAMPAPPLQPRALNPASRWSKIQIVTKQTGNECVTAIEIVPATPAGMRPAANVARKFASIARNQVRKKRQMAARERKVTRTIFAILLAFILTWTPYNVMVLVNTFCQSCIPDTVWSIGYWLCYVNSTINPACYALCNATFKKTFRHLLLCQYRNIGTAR
CHRM4 agonist = agonists of human muscarinic M4 receptor (CHRM4); actives 0.14% (n = 360,000); activation, % at 3 µM; CHO-K1 hM4/Gqi5, Fluo-8 calcium fluorescence; vehicle 0%, full acetylcholine response 100%;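 active means activation above the run mean over all test wells plus 3 SD, cut at about 32% in these data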;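 further: peak over basal fluorescence ratio per well then scaled between controls; 0% = DMSO wells and 100% = acetylcholine at EC100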
CRFR2-BP antag = CRF-BP/CRF-R2 complex antagonism. HEK293 CRF-R2/CRF-BP, CRF-induced calcium fluorescence. inhibition, % at 11.8 µM. actives 0.59% (n = 350,000);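 active means inhibition of the ligand-induced calcium signal above about 50% at the single tested concentration, limit read from the data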
M5 antag = blocks acetylcholine activation of human M5 receptor. actives 0.59% (n = 360,000). CHO-hM5 cells, Fluo-8 calcium fluorescence, ACh EC80. P08912. inhibition, % at 3 µM;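 active means inhibition above a per-plate cutoff, the mean of that plate's test compounds plus 3 SD, cut at about 27% in these data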;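 further: 0% = acetylcholine EC80 with DMSO and 100% = DMSO without agonist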
CHRM4 antagonist = antagonists of human muscarinic M4 receptor (CHRM4). P08173. CHO-hM4 cells, ACh EC80, Fluo-8 calcium fluorescence. inhibition, % at 3 µM. actives 0.73% (n = 360,000);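 active means inhibition above its plate's cutoff, the mean inhibition of sample wells plus 3 SD, cut at about 27% in these data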;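 further: 0% = acetylcholine EC80 with DMSO and 100% = DMSO without agonist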
CRFR2-BP ag = CRF-BP/CRF-R2 complex agonism | HEK293 CRF-R2/CRF-BP, calcium dye fluorescence (FLIPR); percent of saturating CRF peptide response | AID 588473 | actives 0.46% (n = 350,000) | activation, % at 13.2 µM;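 active means activation of at least 50%, plus an integration ratio under a set limit after plate pattern correction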;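 further: plate controls were neutral control wells without compound for no effect and CRF at EC100 for full effect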
IDE cell inh = inhibitors of human insulin-degrading enzyme in cells | P14735 | HEK cells, FAbetaB cleavage, fluorescence polarization | inhibition, % at 5.59 µM | actives 0.41% (n = 320,000);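 active means percent inhibition above the average of all tested compounds plus 3 SD, set per screening campaign, cut at about 16% in these data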;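 further: IDE supplied by intact live HEK cells; FP after avidin binding of uncleaved biotin substrate so inhibition keeps polarization high; 0% = DMSO wells and 100% = 60 µM reference IDE inhibitor Ii1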
CHRM5 PAM = CHRM5 positive allosteric modulation; activation, % at 3 µM; CHO-K1 hM5, Fluo-8 calcium, ACh EC20 PAM; 0% = ACh EC20, 100% = ACh EC100; actives 0.3% (n = 360,000);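 active means activation above the run cutoff, the mean activation of all test compounds plus 3 SD, cut at about 18% in these data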
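System – CHO-K1 hM5 cells · Compound – 3 µM, single dose · Incubation – compound preincubation 140 s before EC20 acetylcholine addition · Technique – Fluo-8 calcium fluorescence · Measure – Max/basal fluorescence ratio as % of EC20–EC100 ACh window · Benchmarks – low control EC20 acetylcholine (0%), high control EC100 acetylcholine (100%) · Replication – singlicate, one well per test compound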
* hit, by the source's call; . = not tested or not shown.

Preview, three compounds:
SMILES	CHRM5 agonist	M4 PAM	CHRM4 agonist	CRFR2-BP antag	M5 antag	CHRM4 antagonist	CRFR2-BP ag	IDE cell inh	CHRM5 PAM
CC(NC(=O)C1CCCC1)c1ccc2c(c1)OCCO2 (configuration not stated)	-3	-1	0	-32	-3	1	-0.1	-1	-2
COc1ccc(/C=C(\C#N)C(=O)OCC(=O)NCc2ccccc2)cc1	0	7	1	6	2	4	0.6	4	0
COc1ccccc1CNC(=O)CCS(=O)(=O)c1ccc2c(c1)CCN2C(C)=O	-3	0	0	-12	11	3	0.1	0	-3

This part in full (from the top)
SMILES	CHRM5 agonist	M4 PAM	CHRM4 agonist	CRFR2-BP antag	M5 antag	CHRM4 antagonist	CRFR2-BP ag	IDE cell inh	CHRM5 PAM
CC(NC(=O)C1CCCC1)c1ccc2c(c1)OCCO2 (configuration not stated)	-3	-1	0	-32	-3	1	-0.1	-1	-2
COc1ccc(/C=C(\C#N)C(=O)OCC(=O)NCc2ccccc2)cc1	0	7	1	6	2	4	0.6	4	0
COc1ccccc1CNC(=O)CCS(=O)(=O)c1ccc2c(c1)CCN2C(C)=O	-3	0	0	-12	11	3	0.1	0	-3
CCOC(=O)Nc1nc(C)c(C(=O)c2ccc(Cl)cc2)s1	-3	10	2	5	7	4	1.1	3	-2
CCc1cccc(NC(=O)CCCN2C(=O)C(c3ccccc3)Oc3cccnc32)c1 (configuration not stated)	-2	-7	6	0	13	3	2.0	2	-4
C=CC[C@@H](CC(=O)N(CCO)Cc1ccccc1)C(=O)NC[C@H](OC(=O)[C@@H](CC=C)CC(=O)OC(C)(C)C)c1ccccc1	3	-8	14	-1	16	0	-3.1	1	-28
CCCOc1ccc(N2C(=O)CC(N3CCOCC3)C2=O)cc1 (configuration not stated)	2	5	1	-2	4	-3	1.2	3	0
NNc1cc([N+](=O)[O-])cc2c1C(=O)N(Cc1ccccc1)S2=O (configuration not stated)	2	-2	1	0	5	4	0.9	6	2
COc1ccc(C(=O)NCCS(=O)(=O)N2CCOCC2)cc1	-1	-1	0	4	-6	-8	1.4	2	4
CCn1c(CC(=O)Nc2ccc(C)cc2)nnc1SCC(=O)Nc1nc(C)cs1	1	-1	0	-19	3	1	4.8	-3	-5
CN1CCC(=O)N([C@H](CSc2ccccc2)Cc2ccccc2)CC1	-4	-2	2	8	14	-1	0.9	5	-1
COc1ccc(N2CC(C(=O)Nc3nnc(C4CCCCC4)s3)CC2=O)cc1 (configuration not stated)	-1	6	2	0	13	7	1.6	1	1
CC(C)(C)c1ccc(CC(=O)N2CCC2(C)C(=O)NS(=O)(=O)c2ccccc2C(F)(F)F)cc1 (configuration not stated)	0	7	0	.	5	-1	.	.	0
CC1(C)CN(CCc2ccccc2)C(=O)[C@H]1CC(=O)Nc1ccc(Br)cc1	0	1	1	9	-3	-6	-0.9	.	0
OCCN(CC#CCC(O)(c1ccccc1)C1CCCC1)CCO (configuration not stated)	-13	-1	1	15	-1	-7	8.4	6	7
COC(=O)C(C(=O)OC)=C(/C=C/C=C/N(C)C)N(C)C	0	2	1	-11	-1	-6	2.5	7	0
CN(C)c1cccc(C(=O)OCc2cc(=O)oc3cc(O)ccc23)c1	3	-6	8	-8	-4	-1	-0.4	-2	-2
O=C(NC1CCCCC1)c1ccccc1NC(=O)C1CC(=O)N(c2ccc(Cl)cc2)C1 (configuration not stated)	-3	2	0	4	2	2	0.6	-2	-2
Nc1cc(Cl)ccc1C(=O)OCC(=O)NCc1cccs1	-3	11	2	-5	8	4	-0.3	-2	-14
C=CCC(C#N)(c1ccc(OC)c(OC)c1)c1cnccn1 (configuration not stated)	3	7	1	1	12	3	-1.3	0	5
Cc1ccc(NC2SC(=O)N(Cc3cccc(C(=O)O)c3)C2=O)c(C)c1 (configuration not stated)	3	-8	0	9	-14	-6	0.5	-2	14
O=C(Nc1ccc(F)cc1)N1CCOCC1	-2	-5	0	-2	9	1	0.3	5	-9
O=C(Cc1ccc(Cl)cc1)NCC(=O)N1CCN(Cc2ccccc2)CC1	-3	9	1	2	13	-2	-0.9	4	-1
CC1CCC/C(=N/Nc2nc3ccccc3s2)C1 (configuration not stated)	2	-8	1	-97	0	4	11	0	-9
O=C(c1cc(-c2cccs2)nc2ccccc12)N1CCN(c2ccccc2O)CC1	8	-17	17	-43	18	19	1.7	3	-18
O=C(Nc1n[nH]c(=S)s1)c1ccco1	0	6	0	9	-2	-5	-1.8	-2	3
O=C1CN(C(=O)c2cc([N+](=O)[O-])ccc2Cl)C(c2ccccc2)c2cc(F)ccc2N1 (configuration not stated)	2	5	6	-40	-2	-3	6.6	3	1
Cc1ccc(-c2nn(-c3ccc(F)cc3)cc2C(=O)N(C)CC(=O)Nc2ccc(N3CCOCC3)cc2)cc1	1	-6	1	7	1	-2	-1.5	-2	2
O=C(c1cc(S(=O)(=O)N2CCCCC2)ccc1N1CCOCC1)N1CCN(Cc2ccccc2)CC1	0	-5	1	-1	1	7	0.2	0	1
Cc1nn(Cc2c(F)c(F)c(F)c(F)c2F)c(C)c1NC(=O)c1ccnn1C	-2	0	1	5	12	5	-2.0	-3	0
Cc1cc(OCc2cc3c(cc2Cl)OCO3)c2c(C)cc(=O)oc2c1	3	3	0	0	-4	-8	1.5	0	5
CCOC(=O)c1c(C)[nH]c(C(=O)COC(=O)C(C)N2C(=O)C3CCCCC3C2=O)c1C (configuration not stated)	5	-18	15	-28	12	10	2.5	5	-20
CCOC(=O)c1c(C)nc2c(C#N)cnn2c1C	-2	6	-1	9	-1	5	-1.1	0	7
NC(=O)N/C=C1\CCCOC1=O	-2	5	1	10	9	-6	2.4	.	10
Cn1nc(C(=O)OCC(=O)Nc2ccc3ccccc3c2)c2ccccc2c1=O	4	4	3	4	3	-7	-0.4	-2	4
OC(c1cc(C(F)(F)F)nc2c(Cl)cc(Cl)cc12)C1CCCCN1 (configuration not stated)	8	6	14	-21	12	-1	1.6	0	4
Cc1ccc(C(C)NC(=O)c2ccncc2)c(C)c1 (configuration not stated)	1	3	2	2	4	-8	0.1	0	3
Oc1c(C(Nc2cccc(C(F)(F)F)c2)c2ccncc2)ccc2cccnc12 (configuration not stated)	-1	4	3	-23	11	-2	0.9	5	5
COc1ccc(CCNC(=O)C2CCN(S(=O)(=O)c3cccs3)CC2)cc1OC	-2	3	2	9	4	-10	2.6	-2	2
COc1cc(C(=O)N2CCN(C)CC2)cc(OC)c1OC	0	6	1	-4	-7	-3	-0.1	5	-1
CCOC(=O)c1c(C)[nH]c(C)c1C(=O)COC(=O)CCOc1ccccc1OC	-3	5	3	0	-12	-6	0.1	1	-6
CS(=O)(=O)N1CCC(C(=O)Nc2ccc(F)cc2F)CC1	-1	2	1	34	-3	-6	-0.9	1	3
CCCC1(C(=O)OCC)NC(c2ccc(O)cc2)C2C(=O)N(c3ccc4c(c3)OCCO4)C(=O)C21 (configuration not stated)	3	-1	1	5	0	4	0.7	-2	-1
COc1ccc(C(=O)c2ccc3oc(-c4ccc(OC)cc4)c(C#CCCO)c3c2)cc1	1	1	0	1	13	6	1.1	7	-4
CC1(C)CN2C(=S)N(c3ccccc3)C(c3ccccc3)N2C1 (configuration not stated)	-10	0	-2	9	7	-4	-0.5	-1	-1

Three of the entries above in order of the CRFR2-BP antag value, smallest number first:
SMILES	CHRM5 agonist	M4 PAM	CHRM4 agonist	CRFR2-BP antag	M5 antag	CHRM4 antagonist	CRFR2-BP ag	IDE cell inh	CHRM5 PAM
Cc1cc(OCc2cc3c(cc2Cl)OCO3)c2c(C)cc(=O)oc2c1	3	3	0	0	-4	-8	1.5	0	5
COc1ccc(C(=O)c2ccc3oc(-c4ccc(OC)cc4)c(C#CCCO)c3c2)cc1	1	1	0	1	13	6	1.1	7	-4
CCOC(=O)Nc1nc(C)c(C(=O)c2ccc(Cl)cc2)s1	-3	10	2	5	7	4	1.1	3	-2

New compounds follow.
SMILES	CHRM5 agonist	M4 PAM	CHRM4 agonist	CRFR2-BP antag	M5 antag	CHRM4 antagonist	CRFR2-BP ag	IDE cell inh	CHRM5 PAM
COc1ccccc1CCC(=O)Nc1ccc(S(=O)(=O)Nc2nccs2)cc1	1	6	2	-4	8	-9	-0.6	-7	1
CCOc1ccc(NC(=S)N(CCc2c(C)[nH]c3ccc(C)cc23)Cc2cccnc2)cc1	-1	-2	1	13	1	-5	-1.0	3	-8
N/C(=N\OC(=O)c1ccccc1Cl)c1ccccn1	0	-4	0	-19	-3	3	2.3	7	2
NS(=O)(=O)c1ccc(CNC(=O)c2ccc3c(=O)n4c(nc3c2)CCC4)cc1	3	5	1	3	-2	-6	-0.4	2	-1
COc1ccc2c(c1)SC(C)CC2=O (configuration not stated)	-1	-1	.	-6	2	8	-0.7	1	-5
C=CCn1c(-c2ccc(Cl)cc2)cnc1SC(C)C(N)=O (configuration not stated)	3	-3	1	-8	10	10	4.1	2	2
COCCCNc1nc(N)c([N+](=O)[O-])c(Nc2ccccc2OC)n1	2	0	1	-50	8	-1	-2.2	-3	-6
CC(=O)c1c(C(C)=O)c(C)n(-c2nc(-c3ccc(Br)cc3)c(C)s2)c1C	0	13	0	20	-12	9	-0.5	-5	16
CCC(=O)NCCCOc1ccccc1	-1	11	0	15	1	9	-1.4	0	-2
COC(=O)c1c(C)oc2c1cc(NS(=O)(=O)c1cccs1)c1ccccc12	-2	-3	2	0	0	-3	0.5	10	-4
Cc1ccc(-c2cc(C(=O)Nc3ccc(S(=O)(=O)N4CC(C)OC(C)C4)cc3)[nH]n2)c(O)c1 (configuration not stated)	-2	-14	3	-9	20	6	2.4	20*	-10
Cc1cc(=O)[nH]c(Nc2ccccc2C)n1	-2	-5	0	-2	7	3	2.1	4	-2
CCOC(=O)c1oc2cc(OCC(N)=O)ccc2c(=O)c1-c1ccc(OC)c(OC)c1	0	-4	0	4	-3	6	-1.1	-4	-3
N#C/C(=C/c1ccc(O)c(O)c1)C(=O)NCc1ccc(Cl)cc1	8	2	10	-30	-2	-12	5.8	24*	4
Fc1ccc(COc2ccc(/C=N/n3cnnc3)cc2)cc1	-1	2	2	-12	-3	-7	1.9	-3	-3
COc1ccc(CCNC(=O)C(=O)NCC2OCCN2S(=O)(=O)c2ccc(C)cc2)cc1OC (configuration not stated)	5	5	9	9	0	-6	-1.9	4	-10
CCOC(=O)C1=C(N)N(c2cc(S(=O)(=O)N3CCOCC3)ccc2Cl)C(=O)C1	-1	-8	0	-12	2	-1	3.1	1	-4
CCCCNc1c(-c2ccc(SC(C)CC)cc2)nc2ccc(Cl)cn12 (configuration not stated)	-1	1	-1	.	2	-2	.	.	-8
CSc1nnc(-c2sc3cc(Cl)ccc3c2Cl)n1C	-13	-2	1	3	-2	-2	1.8	6	-11
COC(=O)c1ccccc1OCc1cccc(C)n1	-9	0	1	-6	-7	4	-0.2	10	6
CCn1c(=O)cc(SCC(=O)N2CCOCC2)c2ccccc21	-1	0	1	1	6	1	0.2	3	-2
O=C(CCN1C(=O)/C(=C/C=C/c2ccccc2)SC1=S)Nc1cccnc1	-1	-2	2	-26	-1	1	0.3	-5	4
NC1=NS(=O)(=O)NC1c1cccc(F)c1 (configuration not stated)	-3	4	2	18	-1	-7	-0.1	-3	-5
COC(=O)c1cc(C(=O)OCC(=O)N(C)c2ccccc2)cc([N+](=O)[O-])c1	-3	3	0	4	-5	-10	0.4	0	6
CC(C)(C)c1ccccc1NC(=O)c1ccco1	3	3	0	23	-10	-2	-1.4	-6	2
